# Bioassay records deposited in PubChem BioAssay by Southern Research Specialized Biocontainment Screening Center.
# influenza NS1A = NS1A inhibition, H1N1 influenza, cell based functional assay (AID 504329); one-dose inhibition, % at 12.5 µM; IC50 in µM for titrated hits; NS1A functional cell-based assay, percent inhibition; higher % means a stronger effect; 340,000 compounds, 0.3% hits; in the data active means a potency from the dose series; inconclusive means inhibition above about 27% without an active follow-up result; further: strong numbers were not always called active
# M. tuberculosis = growth inhibition of non-replicating M. tuberculosis (AID 488890). Mycobacterium tuberculosis non-replicating, growth inhibition; higher % means a stronger effect. inhibition, % at 25 µM; hits with a dose series show IC50 in µM. 320,000 compounds, 0.39% hits; in the data active means a potency from the dose series; inconclusive means inhibition mostly from about 82% at the one dose, without a potency; inactive means the rest, 99 in 100 with inhibition below about 76%;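 further: plate controls were DMSO cells for no effect and high antibiotic wells for full effect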
# H37Rv inhibition = M. tuberculosis growth inhibition, HTS (AID 449762); M. tuberculosis H37Rv growth inhibition, 7H9 media; higher % means a stronger effect; one-dose inhibition, % at 25 µM; IC50 in µM for titrated hits; 330,000 compounds, 0.59% hits; in the data active means a potency from the dose series; inconclusive means inhibition above about 70% without an active follow-up result;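 further: bacterial growth assessed after seven days of incubation; strong numbers were not always called active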
# inhibitors of VEEV = inhibitors of VEEV TC-83 cytopathic effect, confirmation, Vero cells (AID 588727); Vero cells, VEEV TC-83 cytopathic effect inhibition; higher % means a stronger effect; inhibition, % at 20 µM, or IC50 in µM where a hit was titrated; 350,000 compounds, 0.13% hits; in the data active means a potency from the dose series; inconclusive means inhibition mostly from about 14% at the one dose, without a potency; inactive means the rest, 99 in 100 with inhibition below about 12%; further: strong numbers were not always called active
# PhoP GFP inhibition = Inhibition of PhoP regulon, Salmonella typhi GFP reporter cells, confirmation, 4 h (AID 1850). Salmonella Typhi PhoP-promoter GFP reporter, fluorescence, 4 h; higher % means a stronger effect. inhibition, % at 50 µM, or IC50 in µM where a hit was titrated. 310,000 compounds, 0.33% hits; in the data active means a potency from the dose series; inconclusive means inhibition mostly from about 25% at the one dose, without a potency; inactive means the rest, 99 in 100 with inhibition below about 19%;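 further: 0% = induced wells with vehicle and 100% = uninduced wells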
# inhibitors of VEEV 10K pilot screen = also measured in inhibitors of VEEV; calls as there; inhibition, %; measured here: 10K pilot screen inhibition
# An asterisk follows results filed as active; i = inactive; ? = inconclusive; . = not tested or not shown.
SMILES,influenza NS1A,M. tuberculosis,H37Rv inhibition,inhibitors of VEEV,PhoP GFP inhibition,others
CCC1CCCCN1CCCNC(=O)C1CCCN(c2nn3c(=O)cc(C)nc3s2)C1 (stereo unspecified),1%,-21%,-4%,i,-16%,
Cc1n[nH]c(=S)n1/N=C/c1ccc(-c2ccccc2[N+](=O)[O-])o1,2%,3%,-1%,2.6%,-2%,
CCOC(=O)O[C@]1(C(=O)OCCl)CC[C@H]2[C@@H]3CCC4=CC(=O)C=C[C@]4(C)[C@H]3[C@@H](O)C[C@@]21C,.,29%,8%,.,6%,
Cc1ccc(C(=O)N(CCN(C)C)CC2CCCN(Cc3ccccc3F)C2)cc1C (stereo unspecified),-3%,6%,2%,i,3%,
CC(C)(C)c1cc(Cl)c(O)c(NC(=S)NC(=O)c2cccnc2)c1,3%,?,?,12%,-13%,
CSc1nc(C)c(Oc2ccccc2)c(=O)n1C,2%,15%,-2%,i,6%,
CN(Cc1ccc(Cl)cc1)C(=O)COC(=O)c1ccc(-c2ccc(O)cc2)cc1,-11%,-10%,-10%,3.2%,.,
COCc1cc(=O)n2[nH]c(SC)nc2n1,1%,-3%,-7%,i,0%,
O=C(NCc1cccc2ccsc12)c1cccs1,2%,26%,0%,1.4%,.,
C(=N\NC1=NCCCCC1)/c1c[nH]c2ccccc12,-11%,1%,-16%,0.1%,16%,
CC(NC(=O)C(=O)NCCN1CCN(C(=O)c2ccccc2Br)CC1)c1ccccc1 (stereo unspecified),2%,-3%,-1%,1.5%,5%,
O=c1c2cnn(-c3ccccc3)c2ncn1Cc1cccc(Cl)c1,-3%,.,1%,i,-8%,
CCC1=C(OC(=O)N(CC)CC)N2C(=O)OC(=NCCOC)[C@]2(Cc2ccccc2)[C@H]2C1=CC[C@H]1C(=O)NC(=O)[C@H]12,7%,12%,-2%,1.6%,-4%,
O=C(CCCc1nc(-c2ccccc2Cl)no1)NC1CCCC1,-6%,33%,-3%,4.4%,-4%,
CCc1cc2c(cc3c(=O)n(CC(=O)NCCCN(CC)CC)nc(CC)n32)s1,9%,5%,-3%,0.5%,-1%,
COC(=O)CNC(=O)CSc1nc2sccc2c(=O)n1-c1ccccc1,-5%,6%,-8%,1.8%,2%,
O=C(c1ccco1)c1cn(CC(=O)N2CCCC2)c2ccccc12,9%,2%,-1%,i,-9%,
CCOC(=O)c1c(CN2CCN(c3ccccc3)CC2)oc2cc(Br)c(O)cc12,0%,-3%,-7%,1.0%,-2%,
Cc1ccc(C(=O)N2CCN(S(=O)(=O)c3cc(Br)ccc3Br)CC2)o1,7%,12%,5%,3.2%,-8%,
CCOC(=O)c1c(/N=C/N(C)C)sc(C(=O)OC)c1C,4%,16%,-3%,i,10%,

# Next section, starting with the last 6 of the part before.
SMILES,influenza NS1A,M. tuberculosis,H37Rv inhibition,inhibitors of VEEV,PhoP GFP inhibition,others
CCc1cc2c(cc3c(=O)n(CC(=O)NCCCN(CC)CC)nc(CC)n32)s1,9%,5%,-3%,0.5%,-1%,
COC(=O)CNC(=O)CSc1nc2sccc2c(=O)n1-c1ccccc1,-5%,6%,-8%,1.8%,2%,
O=C(c1ccco1)c1cn(CC(=O)N2CCCC2)c2ccccc12,9%,2%,-1%,i,-9%,
CCOC(=O)c1c(CN2CCN(c3ccccc3)CC2)oc2cc(Br)c(O)cc12,0%,-3%,-7%,1.0%,-2%,
Cc1ccc(C(=O)N2CCN(S(=O)(=O)c3cc(Br)ccc3Br)CC2)o1,7%,12%,5%,3.2%,-8%,
CCOC(=O)c1c(/N=C/N(C)C)sc(C(=O)OC)c1C,4%,16%,-3%,i,10%,
CC1CN(C(NC(=O)c2ccccc2)C(Cl)(Cl)Cl)CC(C)O1 (stereo unspecified),13%,.,.,3.9%,.,
CC(=O)Nc1ccc(S(=O)(=O)N2CCC(NC(=O)C(Cc3ccc(C)cc3)NC(C)=O)CC2)cc1 (stereo unspecified),0%,.,.,0.2%,.,
CC(=O)c1ccc(NC(=O)c2cc(C)nc3ccccc23)cc1,2%,0%,3%,i,2%,
O=C1CN(C(=O)CN2CCCCC2)C(c2ccccc2)c2cc(Br)ccc2N1 (stereo unspecified),3%,17%,-4%,0.2%,4%,
COc1ccccc1-c1nnc(SCC(=O)NC2CCCCC2)n1C,-2%,-8%,6%,1.6%,0%,
Cc1ccc(S(=O)(=O)N2[C@@H](c3ccccc3)C(C(=O)O)=CC[C@H]2c2cccs2)cc1,-4%,8%,-3%,0.4%,0%,
COc1cccc(NC(=O)c2ccc(S(=O)(=O)N(C)C)cc2)c1,3%,33%,8%,0.6%,-4%,
Cc1ccc(C(C(=O)NC2CCCCC2)N(C(=O)c2csnn2)C2CC2)cc1 (stereo unspecified),-7%,-1%,2%,3.6%,9%,
O=C(NCCCN1CCOCC1)c1ccc(N2CCOCC2)c([N+](=O)[O-])c1,-9%,0%,-11%,0.9%,-4%,
Cc1nnsc1C(=O)Nc1cccc(Cl)c1C,-2%,-3%,-1%,i,14%,
CCOC(=O)C(Cc1c[nH]c2cc([N+](=O)[O-])ccc12)(NC(C)=O)C(=O)OCC,14%,.,.,0.5%,.,
O=C(NCCNc1ccc([N+](=O)[O-])cc1)c1ccc(Cl)cc1,-3%,8%,-1%,0.8%,9%,
S=C(NCc1ccccc1)NCc1ccccc1Cl,12%,10%,11%,2.8%,-2%,
CC(C)(CO)CNC(=O)CCc1nnc(-c2ccc(-c3ccccc3)cc2)o1,-7%,11%,-4%,1.1%,-1%,
O=C(CSc1nnc(CNC(=O)c2c(F)cccc2F)o1)NCC1CCCO1 (stereo unspecified),-5%,-12%,-10%,2.3%,-10%,
O=C(Nc1nccs1)c1ccc(NC(=O)C2CC=CCC2C(=O)O)cc1 (stereo unspecified),2%,-10%,0%,i,-6%,
C=C(C)CSc1nncn1/N=C/c1ccc(OC)cc1,-16%,14%,-3%,6.5%,-7%,inhibitors of VEEV 10K pilot screen=1.4
CCCC(=O)NCCc1nc2ccccc2n1C,2%,-17%,.,3.4%,-4%,
CS/C(=C\[N+](=O)[O-])Nc1ccccc1,-9%,?,60%,1.7%,-10%,
Cc1cc(C)nc(SCC(=O)Nc2ccc(N3CCOCC3)cc2)n1,2%,7%,-7%,1.1%,0%,
O=C(Cc1cccc(NC(=O)C2CCCN(C(=O)c3ccccc3)C2)c1)Nc1cccc(C(=O)N2CCCCC2)c1 (stereo unspecified),-22%,.,.,i,.,
CCn1c(C)c(C)c2cc(C(=O)NC3CCCCCC3)ccc21,3%,-2%,0%,1.7%,6%,
COc1ccc(S(=O)(=O)Nc2ccc(C)cc2)cc1N(C)S(=O)(=O)c1ccc(Cl)cc1,0%,43%,5%,0.5%,15%,
O=C(O)c1ccc(NS(=O)(=O)c2ccc(N3C(=O)CCC3=O)cc2)cc1,4%,1%,19%,1.1%,5%,
O=C(Cn1c(=O)oc2cc(S(=O)(=O)N3CCCC3)ccc21)N1CCN(c2ccccn2)CC1,3%,.,-6%,0.2%,0%,
NC(=O)COc1ccccc1/C=C1/SC(=O)N(CC(=O)N2CCc3ccccc3C2)C1=O,5%,4%,49%,3.9%,0%,
Clc1ccc(SCCOCCN2CCCCCC2)cc1,1%,70%,8%,i,1%,
Cn1nccc1NS(=O)(=O)c1ccc(C(C)(C)C)cc1,-2%,-1%,-2%,i,-21%,
CCOc1ccc(NC(=O)C2CCCN2C(=O)OCc2ccccc2)cc1 (stereo unspecified),5%,-2%,-3%,0.2%,3%,
NC(=O)C1CCN(S(=O)(=O)c2ccccc2[N+](=O)[O-])CC1,-1%,4%,4%,1.7%,-5%,
O=C(COc1ccc(Br)cc1CO)Nc1ccccc1,-2%,21%,15%,i,-3%,
Cc1nc2n(n1)CC(O)CS2 (stereo unspecified),0%,10%,-1%,0.1%,-13%,
Cc1ccc(C(=O)O/N=C(\N)c2ccc(Br)cc2)cc1,-1%,17%,18%,1.9%,-7%,
O=C(CCCOc1ccc(Cl)cc1Cl)n1nnc2ccccc21,4%,70%,-8%,0.0%,-16%,
CCN(CC(=O)Nc1ccc(S(=O)(=O)N2CCCC2)cc1)CC(=O)Nc1ccccc1C(F)(F)F,-10%,55%,19%,6.6%,.,
C[C@@H]1C=C(C(=O)NCc2ccccc2)O[C@H](OCc2ccc(CO)cc2)C1,-10%,7%,2%,0.2%,-1%,
COc1ccccc1OCCOCCOc1ccc(C)cc1[N+](=O)[O-],-3%,16%,6%,i,-2%,
OCCNCCOc1ccccc1-c1ccccc1,4%,21%,1%,0.5%,2%,
Cn1ccnc1Sc1ccc(/C=N/NC(=O)c2ccccc2O)cc1[N+](=O)[O-],0%,19%,2%,3.9%,-7%,
Cc1ccc(-n2nnnc2SCC(=O)NC(=O)Nc2ccc3c(c2)OCCO3)cc1,-7%,-1%,-9%,1.0%,-3%,
O=C(C1CCCO1)N1CCN(c2ncccn2)CC1 (stereo unspecified),15%,3%,-2%,0.5%,-9%,
COc1ccc(C(=O)Nc2ccccn2)cc1S(=O)(=O)N1CCOCC1,-12%,-2%,-9%,3.0%,-9%,
CC(C)c1nc(SCC(=O)Nc2ccc(N(C)C)cc2)c2ccccc2n1,10%,16%,-1%,1.1%,-2%,
O=C(NS(=O)(=O)c1ccc(Cl)s1)c1ccccc1,-1%,68%,5%,1.0%,6%,
Cn1c(SCC(=O)NNC(=O)Nc2ccccc2)nnc1-c1ccccc1,2%,-4%,-1%,0.7%,3%,
COc1ccc(CCNC(=O)c2cc(-c3ccccc3)c(N3CCOCC3)s2)cc1OC,0%,13%,3%,8.0%,-6%,
O=C(NC(=S)Nc1ccc(Cc2ccncc2)cc1)c1ccc(F)cc1,-6%,68%,10%,i,1%,
COc1ccc(C=O)cc1Cn1c(C)cc(C)c(C#N)c1=O,-2%,3%,-1%,0.7%,-11%,
Cc1nc2ccccc2c(=O)n1/N=C/c1ccc(OC(F)F)cc1,2%,-3%,3%,0.4%,5%,
CCCn1c(=N)n(CC(=O)c2ccco2)c2ccccc21,8%,4%,-1%,2.9%,11%,
c1ccc(CN(Cc2ccccc2)c2nn[nH]n2)cc1,-5%,14%,-1%,0.4%,-6%,
CCCc1cc(=O)oc2c3c(cc(OCC(=O)NCCN4CCOCC4)c12)OC(C)(C)CC3,-4%,-5%,-6%,6.6%,7%,
COc1ccc(OC)c(NC(=O)c2ccc(NS(=O)(=O)c3c(C)noc3C)cc2)c1,6%,12%,-7%,2.9%,-4%,
COCCN(C(=O)CSc1nc(N)cc(=O)[nH]1)c1c(N)n(Cc2ccccc2)c(=O)[nH]c1=O,-2%,-13%,0%,2.8%,1%,
CC(=O)[C@H]1[C@H](c2cccc(Cl)c2)C(C#N)(C#N)[C@@H]2c3ccccc3C=CN21,.,59%,54%,.,-3%,
COc1ccccc1C(=O)N1C(CC(=O)Nc2ccc(C)c(C)c2)C(=O)NC2CCCCC21 (stereo unspecified),1%,5%,1%,12%,2%,
Cc1cc(C)c(C)c(S(=O)(=O)NCc2ccc(C(=O)NCC3CCCO3)cc2)c1C (stereo unspecified),2%,-11%,-8%,0.4%,-7%,
O=C(Oc1cccc(NC2=NS(=O)(=O)c3ccccc32)c1)c1ccncc1,-4%,2%,2%,1.2%,-8%,
CC(C)c1onc(C(=O)N2CCN(c3ccccc3)CC2)c1[N+](=O)[O-],13%,6%,-4%,6.9%,-7%,
CC1CCCCN1CCNC(=O)CN1C(=O)COc2ccccc21 (stereo unspecified),1%,-1%,-2%,0.3%,-9%,
# Following part:
SMILES,influenza NS1A,M. tuberculosis,H37Rv inhibition,inhibitors of VEEV,PhoP GFP inhibition,others
O=C1CSC(=S)N1c1ccccc1,-21%,.,.,1.4%,.,
CC1CC(=O)c2cnc(N)nc2C1 (stereo unspecified),-4%,2%,2%,i,-5%,
COC(=O)N/N=C(\C)c1cccc(C(F)(F)F)c1,0%,-9%,-5%,0.1%,4%,
CCO[C@H]1OC(C(=O)NC2CC2)=C[C@@H](c2coc3ccccc3c2=O)[C@@H]1CCCO,3%,-2%,-13%,1.0%,-2%,
C[n+]1ccn(CC(=O)c2ccc(Br)cc2)c1,1%,8%,14%,i,-5%,inhibitors of VEEV 10K pilot screen=1.2
Cc1ccc(S(=O)(=O)N2CCN(C(=O)CCOc3cc(C)ccc3C)CC2)cc1,-9%,.,1%,1.1%,.,
